PglD inh – inhibitors of Campylobacter jejuni PglD acetyltransferase. hit rate 0.098% among 360,000. purified PglD enzyme, DTNB colorimetric CoA detection. inhibition, % at 12.5 µM; in the data active = inhibition above about 16%, passing the limit was not always enough; inconclusive = no clear call, values can overlap the other calls; note: strong numbers were not always called active
RAD52 anneal inh – blocks human RAD52 DNA annealing | P43351 | AID 651710 | inhibition, % at 18.7 µM | recombinant RAD52 DNA annealing, FRET fluorescence | hit rate 0.46% among 360,000;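 active = every replicate showing at least 50% inhibition; inconclusive = mean inhibition at least 50% but not in every replicate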
ARNT-TACC3 inh – disruptors of human ARNT/TACC3 interaction | Q9Y6A5 | AlphaScreen His-ARNT PAS-B/GST-TACC3 binding, luminescence; TACC3 fragment carries E629A point mutation | inhibition, % at 9.99 µM | hit rate 0.66% among 390,000;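 active = mean inhibition of replicates at least 50% and at least half of replicates each reaching 50%; inconclusive = half or more replicates reach 50% but mean below 50%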;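 note: 0% = complete ARNT plus TACC3 wells and 100% = ARNT alone without TACC3; many hits fall short of the cut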
ERp5 inh – blocks human ERp5 reductase activity on insulin | AID 651711 | ERp5 insulin aggregation, absorbance 650 nm, 90 min | hit rate 0.05% among 350,000 | inhibition, % at 9.99 µM | Q15084;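 active = mean replicate inhibition above about 25%, with every replicate also reaching it, limit read from the data, passing the limit was not always enough; inconclusive = only one of those two criteria met; inactive = neither criterion met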
Target sequence (Q15084 whole entry, looked up): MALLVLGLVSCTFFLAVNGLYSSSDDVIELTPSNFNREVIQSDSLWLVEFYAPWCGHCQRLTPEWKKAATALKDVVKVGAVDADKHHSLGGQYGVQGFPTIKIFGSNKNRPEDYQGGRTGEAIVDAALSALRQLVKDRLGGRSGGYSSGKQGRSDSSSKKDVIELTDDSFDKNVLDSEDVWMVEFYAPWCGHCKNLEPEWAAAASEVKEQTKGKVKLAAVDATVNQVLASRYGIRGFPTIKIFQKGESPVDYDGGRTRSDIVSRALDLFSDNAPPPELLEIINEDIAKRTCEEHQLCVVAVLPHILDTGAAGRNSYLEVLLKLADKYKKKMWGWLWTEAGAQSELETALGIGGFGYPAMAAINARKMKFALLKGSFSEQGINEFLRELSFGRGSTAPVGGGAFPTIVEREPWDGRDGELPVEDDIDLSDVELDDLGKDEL
E-sel inducer – E-selectin induction on HUVECs; P16581; HUVEC E-selectin immunofluorescence imaging; normalized: neutral wells 0, TNF-alpha wells 100; activation, % at 7.58 µM; hit rate 0.37% among 260,000;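 active = mean E-selectin-positive cell signal at least 10% of the positive control, reached in at least 60% of replicates, without over 20% cell loss; inconclusive = no rule given, readout overlaps actives, possibly toxicity-flagged; inactive = the rest, including those meeting only one limit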;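 note: in these data hits start at about 27%; measured in HUVEC primary endothelial cells; signal is the percent of cells scored E-selectin positive by PE staining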
Target sequence (P16581 whole entry, looked up): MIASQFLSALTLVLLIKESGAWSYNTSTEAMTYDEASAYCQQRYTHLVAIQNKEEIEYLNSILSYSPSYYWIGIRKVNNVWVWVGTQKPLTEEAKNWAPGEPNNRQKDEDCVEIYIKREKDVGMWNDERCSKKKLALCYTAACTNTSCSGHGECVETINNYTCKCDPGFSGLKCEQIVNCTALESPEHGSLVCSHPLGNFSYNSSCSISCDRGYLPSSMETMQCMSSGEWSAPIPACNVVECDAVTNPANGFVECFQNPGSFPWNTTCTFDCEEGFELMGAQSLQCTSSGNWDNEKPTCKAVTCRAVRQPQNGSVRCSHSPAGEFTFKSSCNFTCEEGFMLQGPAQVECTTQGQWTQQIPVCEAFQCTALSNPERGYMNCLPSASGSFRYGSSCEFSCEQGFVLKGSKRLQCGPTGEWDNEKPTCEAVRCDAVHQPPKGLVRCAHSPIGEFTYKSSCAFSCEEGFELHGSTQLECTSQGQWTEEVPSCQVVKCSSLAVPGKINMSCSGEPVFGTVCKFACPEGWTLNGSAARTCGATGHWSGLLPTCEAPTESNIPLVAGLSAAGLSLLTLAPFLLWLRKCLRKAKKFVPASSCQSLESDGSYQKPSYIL
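Test system: HUVEC | Signal: Immunofluorescence imaging | Read-out: Percent E-selectin-positive cells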
esBAF inh – blocks esBAF chromatin remodeling in mouse ES cells. hit rate 2% among 350,000. reporter increase, % at 12.5 µM. Bmi1-luciferase knock-in reporter, 24 h; 100% = twice the neutral-well signal. AID 602393; in the data active = activation above about 40%; inconclusive = no clear call, values can overlap the other calls;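 note: 0% = median of the plate's neutral control wells and 100% = double that signal; a rise in the Bmi1 reporter signal indicates esBAF inhibition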
Casp6 inh – inhibitors of human caspase-6; P55212; purified caspase-6, Z-VEID-R110 cleavage fluorescence; inhibition, % at 12.5 µM; hit rate 0.53% among 350,000; AID 686996;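 active = mean inhibition across replicates at least about 35%, with every replicate also reaching that limit, limit read from the data; inconclusive = only one of the two criteria met; inactive = neither criterion met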;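 note: 0% = median of neutral control wells and 100% = no fluorescence left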
RAD54 inh – RAD54 (human) branch migration inhibition. Q92698. RAD54 Holliday junction branch migration, FAM/BHQ fluorescence. inhibition, % at 10.4 µM. hit rate 0.14% among 360,000;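 active = mean normalized replicate activity at least 40 and at least half of replicates scoring 40 or more; inconclusive = only one of the two criteria met; inactive = mean below 40 and under half of replicates reaching 40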;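 note: 0% = median of neutral control wells and 100% = median of positive control wells; inhibitors cause a drop in the FAM fluorescence signal; in these data hits start at about 50%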
An asterisk follows results filed as active; ? = inconclusive; · = no result given.

SMILES	PglD inh	RAD52 anneal inh	ARNT-TACC3 inh	ERp5 inh	E-sel inducer	esBAF inh	Casp6 inh	RAD54 inh
Cc1noc(C)c1NC(=O)Nc1ccc2c(c1)C(=O)N(C)[C@H]1CC[C@@H](CC(=O)N[C@@H]3CCN(Cc4ccccc4)C3)O[C@@H]1CO2	2	9	10	2	0.4	2	-1	-5
COc1cc(NS(=O)(=O)c2ccc(N)cc2)nc(OC)n1	1	-13	-5	0	1.3	-3	0	13
NS(=O)(=O)c1ccc(CNC(=O)c2cc(-c3cccnc3)nc3ccc(Cl)cc23)cc1	-1	0	-3	2	-0.4	-4	-2	-2
CCOC(=O)c1c(C)c(-c2ccccc2)n(CC(=O)NCCCN(CC)CC)c1C	·	0	1	-1	·	·	-56	·
CO[C@H]1CN(C)C(=O)c2ccc(NC(C)=O)cc2OC[C@H](C)N(C(=O)C2CCC2)C[C@H]1C	2	5	-1	-3	0.1	-3	2	-12
CCCNC(=O)N1CCC2(CC1)CN(C(=O)c1ccccc1)[C@H](CO)c1[nH]c3cc(OC)ccc3c12	·	-4	·	3	-0.4	·	-3	·
O=C(C1CCC1)N1CC(=O)N2[C@H](CO)[C@H](c3ccc(-c4ccccc4F)cc3)[C@@H]2C1	·	-9	·	3	0.2	·	0	·
O=C(COC(=O)c1ccc2c(=O)n3c(nc2c1)CCC3)Nc1ccccc1F	-8	-1	-10	-5	·	·	-3	8
Cc1nc2sc3c(c2c(=O)o1)CCCC3	-4	·	7	·	·	2	·	-3
NS(=O)(=O)c1cc(C(=O)O)cc(N2CCCC2)c1Oc1ccccc1	6	-29	-2	5	0.5	2	-1	2
O=C(NCc1ccc(F)cc1)c1ccc(CS(=O)Cc2ccccc2Cl)o1 (stereo unspecified)	·	-10	-1	0	·	·	1	·
Cc1ccc(SCCNS(C)(=O)=O)cc1	2	·	-12	·	·	2	·	0
Cc1ccc(S(=O)(=O)CCC(=O)OCC(=O)NCC(=O)Nc2cccc(C)c2C)cc1	2	-18	-14	-1	-0.2	3	-3	-9
CC(C)C[C@H]1CNC(=O)C(=O)N1CC1CCN(CC2CCC(C)CC2)CC1 (stereo partly specified)	0	-9	·	7	0.0	8	-4	3
CN1CCCN(C(=O)c2ccccc2Cl)CC1	6	-9	-5	-5	0.0	5	0	-9
Cc1cccc(NC(=O)CNC(=O)COc2cccnc2[N+](=O)[O-])c1C	-3	-7	·	-3	0.1	-4	0	2
O=C1C2CCCN2C(c2cccc(F)c2)N1c1cccc(Cl)c1 (stereo unspecified)	2	-40	10	-6	·	6	0	5
COCCN(CC(=O)Nc1cccc(C)c1C)C(=O)c1ccc(-n2cccn2)cc1	-4	-13	3	10	·	-8	3	0
O=C(CSc1nc(O)c(Cc2ccccc2)c(=O)[nH]1)N1CCOCC1	4	-7	-2	-6	0.7	-2	-1	-5
COc1ccc(NC(=O)Nc2ccc3c(c2)CC(=O)N([C@@H](C)CO)C[C@H](C)[C@@H](CN(C)S(=O)(=O)c2c(C)noc2C)O3)cc1	-1	2	24	10	·	-3	-1	-1
CC(=O)c1cccc(N2C(=O)CC(N3CCN(S(=O)(=O)c4ccc(Cl)cc4)CC3)C2=O)c1 (stereo unspecified)	-5	-12	0	-21	·	-6	0	-1
O=C(c1ccco1)N(CC1CCCO1)c1nc(-c2ccccc2)cs1 (stereo unspecified)	3	·	-5	·	·	9	·	-13
CC(=O)N1CC(=O)N2[C@@H](CO)[C@@H](c3ccc(-c4ccc(C#N)cc4)cc3)[C@@H]2C1	·	-3	·	0	0.7	·	-1	·
COc1ccc(C(=O)NC2=C(C#N)CCC2)cc1OC	-3	-17	17	3	·	1	1	3
Cc1cc(Cl)ccc1NC(=O)c1ccc2c(c1)CCN2S(C)(=O)=O	-5	-11	-7	0	0.1	6	-4	-5
CN(Cc1ccco1)C(=O)c1cc2c(s1)-c1ccc(Cl)cc1S(=O)(=O)C2	4	-10	-3	2	·	9	-7	8
COc1cc(/C=C/C(=O)N2CCCC2)cc(OC)c1OC	2	·	-19	·	·	-6	·	2
Cn1cnc(S(=O)(=O)N2CCc3ccccc32)c1	2	·	-3	·	·	-5	·	0
CCOC(=O)c1ccc(-c2cccc(C(F)(F)F)c2)nc1C	-1	·	-1	·	·	0	·	2
CCOC(=O)CSc1ccc2ccccc2n1	·	-21	-1	0	·	·	11	·
O=C(O)CC1(CC(=O)Nc2cccc(C(F)(F)F)c2)CCCC1	7	9	10	-4	·	·	1	-6
COc1ccccc1C(=O)N/N=C(\C)CC(=O)Nc1ccc(Cl)cn1	·	-8	4	1	·	·	1	·
Cc1cc(C)cc(Nc2ncc3c(n2)CCCC3=O)c1	-21	·	2	·	·	-31	·	0
COc1ccc(CN(C)C[C@H]2OCc3cnnn3CCCC(=O)N([C@@H](C)CO)C[C@@H]2C)cc1	2	-4	-6	4	-0.2	2	-2	-6
CSc1nsc(SCC(=O)Nc2nc3ccccc3s2)n1	·	-39	-3	-1	·	·	-4	6
CCCNC(=O)N1CC(=O)N2[C@@H](CO)[C@H](c3ccc(C#Cc4cccc(F)c4)cc3)[C@@H]2C1	·	-9	·	-2	0.2	·	-1	·
CC(=Nc1cccc(O)c1)c1sc2ccccc2c1O	-1	-51	6	0	·	82*	-2	-12
O=C1OCc2ccc(NS(=O)(=O)c3ccc(C(F)(F)F)cc3)cc21	8	-10	-7	2	·	·	-1	6
CN(C)CCCN(C(=O)CCS(=O)(=O)c1ccccc1)c1nc2cc3c(cc2s1)OCO3	-1	22	-2	1	0.6	-3	-13	7
CC(=O)N1CCN(S(=O)(=O)c2cccc(C(=O)NC3CCCC(C)C3C)c2)CC1 (stereo unspecified)	-4	7	·	-3	0.0	4	-1	1
COc1ccc(CC2(CO)CCN(Cc3cnn(C)c3)CC2)cc1	·	-10	4	5	5.4	·	-1	·
Cc1cccc(C)c1Nc1ncnc(N)c1[N+](=O)[O-]	8	2	-28	-1	-0.1	·	1	-5
COCCOC(=O)N1C(=O)[C@@]2(c3cc(C#CC4=CCCCC4)ccc31)[C@H](c1ccc(O)cc1)N1[C@H](c3ccccc3)[C@H](c3ccccc3)OC(=O)[C@H]1[C@@H]2C(N)=O	9	1	15	-11	·	·	0	1
CCCC(=O)Nc1ccc2c(c1)OC[C@H](C)N(Cc1ccc(-c3ccccn3)cc1)C[C@H](C)[C@@H](OC)CN(C)C2=O	·	-4	·	-2	0.0	·	0	·
Cc1ccc(C(=O)Nc2ccc(N3CCOCC3)cc2)cc1S(=O)(=O)N1CCCCC1	-4	-22	3	-1	·	30	2	-2
CCC(Cc1ccccc1)NS(=O)(=O)c1ccc2c(c1)NC(=O)CO2 (stereo unspecified)	-6	-7	-5	-7	0.1	3	0	2
CCCC(=O)Nc1ccc2c(c1)OC[C@@H](C)N(Cc1ccccc1F)C[C@@H](C)[C@@H](OC)CN(C)C2=O	-2	-5	-5	-2	0.5	-7	0	0
COc1ccc(C(=O)Nc2nnc(SCC(=O)NC3CC3)s2)cc1	8	-1	-9	-2	·	-43	8	1
CCc1cccc2c(C(=O)COC(=O)c3ccccc3)c[nH]c12	1	-10	4	-4	6.1	·	-2	5
N#C[C@@H]1[C@@H](c2ccc(-c3ccncc3)cc2)[C@@H](CO)N1C(=O)C1CCCC1	-3	-1	4	4	-0.6	-7	0	6
CCOC(=O)Cc1csc(NC(=O)CN2CCN(CC)CC2)n1	19	-14	22	3	-0.1	2	-2	-16
C[C@H](CO)N1C[C@H](C)[C@H](CN(C)CC2CCCCC2)Oc2ccc(NC(=O)Cc3ccccc3)cc2C1=O	-1	1	·	3	·	-3	0	-2
COc1ccc(S(=O)(=O)Nc2ccc3c(c2)C(=O)N([C@@H](C)CO)C[C@@H](C)[C@H](CN(C)C(=O)CCC(F)(F)F)OCCCC[C@H](C)O3)cc1	1	15	-8	-1	-0.1	0	0	-4
CCN(CC)c1nc2ccccc2c(N)c1-c1ccccc1	4	·	0	·	·	-11	·	-3
COc1cccc2[nH]c(C(=O)NCc3ccccc3)cc12	4	2	-2	0	·	10	-2	-4
OCC1(CO)CC2(C1)CC(CO)(CO)C2	3	-10	-2	0	-0.8	-3	-1	-2
CO[C@H](CN(C)C(=O)Nc1ccc(C(F)(F)F)cc1)[C@H](C)CN(Cc1ccccc1Cl)[C@H](C)CO	-1	-2	3	-5	0.0	-1	2	-8
CC(C)c1ccc(N(CC(=O)NCCc2ccccc2)C(=O)c2csnn2)cc1	5	4	2	1	0.0	7	·	1
CS(=O)(=O)N1Cc2ccccc2CC1C(=O)Nc1ccccc1C(N)=O (stereo unspecified)	-1	·	2	·	·	5	·	-4
CCCNC(=O)C[C@@H]1C[C@@H]2c3cc(NC(=O)COC)ccc3O[C@@H]2[C@H](CO)O1	-3	-14	-5	2	0.7	-1	0	-3
The listing continues.
SMILES	PglD inh	RAD52 anneal inh	ARNT-TACC3 inh	ERp5 inh	E-sel inducer	esBAF inh	Casp6 inh	RAD54 inh
Cc1ccc([C@@H]2CC=C(C(=O)O)[C@H](c3ccc(F)cc3)N2S(=O)(=O)c2ccccc2C)cc1	3	0	1	-3	0.0	4	5	2
O=C1NC(Cc2ccccc2)c2nc3cc(F)c(F)cc3c(=O)n2-c2cc3ccccc3cc21 (stereo unspecified)	0	-15	·	0	?	9	2	3
C=CCn1c(NC(=O)CC)c(C(=O)OCC)sc1=S	-1	·	4	·	·	-10	·	-4
CCCn1cc(SCC(=O)NC2CCCC2)c2ccccc21	-4	-11	-3	2	-0.5	·	-3	2
O=C1CS/C(=N\N=C\c2ccco2)N1c1ccccc1	·	-24	2	15	0.0	·	57*	·
CCN(c1ccccc1)S(=O)(=O)c1ccc(Cl)c(C(=O)NCc2ccco2)c1	·	-47	·	-1	·	-1	2	-7
CN(C(=O)CSc1nnc(-c2ccco2)n1N)C1CCCCC1	·	-15	-1	-7	0.8	·	1	·
CCN(CC)CC(O)COC(c1ccccc1)c1ccccc1 (stereo unspecified)	2	-8	-3	-4	2.7	-5	-3	5
COc1ccccc1C(=O)NCCC(=O)NCC(c1ccco1)N1CCCC1 (stereo unspecified)	-2	-46	4	1	·	1	-8	6
CCOC(=O)C(Cc1ccc(NC(=O)/C(=C/c2ccc(OC(C)=O)cc2)NC(C)=O)cc1)N1C(=O)c2ccccc2C1=O (stereo unspecified)	-2	·	-1	·	·	-6	·	-1
COc1cccc(S(=O)(=O)Nc2ccc3c(c2)[C@@H]2C[C@H](CC(=O)NCc4ccccc4F)O[C@@H](CO)[C@@H]2O3)c1	-1	7	-2	-1	-0.5	-12	0	8
O=C(NCCc1ccccc1)c1ccccc1F	·	-6	-4	4	·	·	4	·
Cc1ccc(S(=O)(=O)Cc2ccc(C(=O)NCCCN3CCCC3=O)o2)cc1	3	·	9	·	·	-8	·	-12
C[C@H](CO)N1C[C@H](C)[C@@H](CN(C)S(=O)(=O)c2ccc(Cl)cc2)Oc2ccc(NS(=O)(=O)c3ccc(F)cc3)cc2CC1=O	2	·	-3	·	59*	6	·	-3
CN(C(=O)NC(=O)C1=C(N2CCOCC2)/C(=C/c2ccccc2)CC1)S(C)(=O)=O	2	·	-1	·	·	-6	·	-8
CCOC(=O)CSC1=C(C#N)C(c2ccc(Cl)cc2)C(C(=O)OC)C(=O)N1 (stereo unspecified)	6	·	-6	·	·	-3	·	0
COc1ccccc1NC(=O)COc1ccc(CO)cc1Cl	-4	·	1	·	·	51*	·	-5
CCN(CC)S(=O)(=O)c1ccc(N2CCOCC2)c(NC(=O)c2ccc(=O)[nH]c2)c1	-4	-20	6	-3	2.2	-9	10	6
